# Source: PubChem BioAssay
# XIAP antagonists: XIAP antagonists, biochemical, IAP family, fluorescence polarization (AID 1018) | XIAP BIR domain, fluorescence polarization peptide displacement; higher % means a stronger effect | one-dose displacement, % at 20 µM; IC50 in µM for titrated hits | 200,000 compounds, 0.007% hits; in the data active = displacement above about 50%; note: a part of the inactive calls stands beside numbers as strong as those of hits
# RSV antiviral HEp-2: inhibition of RSV-induced cytopathic effect – HEp-2 cells, primary 10 µM value included (AID 2391); HEp-2 cells, RSV-induced CPE inhibition; higher % means a stronger effect; CPE inhibition, % at 10 µM; hits with a dose series show IC50 in µM; 310,000 compounds, 0.13% hits; in the data active = a potency from the dose series; inconclusive = CPE inhibition mostly from about 23% at the one dose, without a potency; inactive = the rest, 99 in 100 with CPE inhibition below about 21%; note: strong numbers were not always called active
# HIV peptide binding: inhibitors of HIV fusion peptide binding, primary screen, biochemical, uHTS, fluorescence dequenching (AID 1986). inhibition, % at 20 µM; hits with a dose series show IC50 in µM. 290,000 compounds, 0.3% hits. cell-free peptide binding, fluorescence dequenching, 30 min; higher % means a stronger effect; in the data active = inhibition mostly above about 52%, no sharp cut-off; inactive = mostly below about 76%; note: some results filed as inactive read as strong as hits
# NS5 inhibitors: Dengue-2 NS5 methyltransferase inhibitors, primary screen, biochemical, confirmation dose response (AID 588689); inhibition, % at 25 µM; hits with a dose series show IC50 in µM; 340,000 compounds, 0.3% hits; Dengue-2 NS5 methyltransferase capping enzyme assay, biochemical; higher % means a stronger effect; in the data active = a potency from the dose series; inconclusive = inhibition above about 29% without an active follow-up result
# SV40 large T antigen: TAg ATPase/helicase activity blockers – biochemical (AID 1903) | one-dose inhibition, % at 20 µM; IC50 in µM for titrated hits | SV40 large T antigen ATPase/helicase inhibition assay; higher % means a stronger effect | 310,000 compounds, 0.39% hits; in the data active = a potency from the dose series; inconclusive = inhibition mostly from about 32% at the one dose, without a potency; inactive = the rest, 99 in 100 with inhibition below about 32%; note: strong numbers were not always called active
# Rac1 GTP hydrolysis: MgcRacGAP GTPase-activating activity inhibitors, confirmation, biochemical, ADP Hunter fluorescence; AID 624330; 340,000 compounds, 0.6% hits; one-dose inhibition, % at 30 µM; IC50 in µM for titrated hits; MgcRacGAP-stimulated Rac1 GTP hydrolysis, ADP Hunter fluorescence; higher % means a stronger effect; GST-tagged Rac1 F28L mutant substrate;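 active = first-screen hits whose inhibition reached a set limit at any dose in the follow-up dose series; inconclusive = inhibition above the set first-screen limit but never retested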;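 note: fluorescence reports GDP produced by GAP-driven GTP hydrolysis; strong numbers were not always called active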
# LYP inhibition: inhibitors of LYP phosphatase, biochemical, fluorescence intensity, uHTS (AID 1779); recombinant LYP phosphatase, fluorescence intensity; higher % means a stronger effect; inhibition, % at 11.5 µM; hits with a dose series show IC50 in µM; 290,000 compounds, 0.054% hits; in the data active = inhibition above about 50%;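 note: plate controls were vehicle with enzyme for no effect and no enzyme for full effect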
# AID2073: disruptors of CaV2.2 binding to Mint1 – biochemical, HTRF (AID 2073) | HTRF protein-protein interaction, Mint1-CaV2.2; higher % means a stronger effect | 290,000 compounds, 0.19% hits | one-dose inhibition, % at 20 µM; IC50 in µM for titrated hits; in the data active = inhibition mostly above about 51%, no sharp cut-off; inconclusive = no clear call, values can overlap the other calls; inactive = mostly below about 53%; note: some results filed as inactive read as strong as hits
# SIAH1 antagonists: blockers of Siah-1 interaction with plectin peptide – biochemical, fluorescence polarization, rhodamine-plectin, uHTS, primary screen (AID 1817). 290,000 compounds, 0.02% hits. displacement, % at 20 µM; hits with a dose series show IC50 in µM. Siah-1 / rhodamine-plectin peptide fluorescence polarization; higher % means a stronger effect;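 active = displacement of at least 50% at 20 µM, with a fluorescence ratio check between 0.3 and a set limit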;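 note: plate controls were Siah plus tracer with DMSO for no effect and tracer alone without Siah for full effect; strong numbers were not always called active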
# * hit, by the source's call; ? = inconclusive; / = not tested or not shown.
NS5 inhibitors	AID2073	Rac1 GTP hydrolysis	RSV antiviral HEp-2	HIV peptide binding	XIAP antagonists	LYP inhibition	SV40 large T antigen	SIAH1 antagonists	SMILES
-0.8%	-3.9%	-2.2%	2.3%	1.2%	-3.5%	-4.1%	27.5%	0.0%	COc1ccccc1NC(=O)C1CCCN(S(=O)(=O)c2cccc3nsnc23)C1 (configuration not stated)
6.5%	-3.1%	6.5%	0.5%	-1.9%	-1.3%	0.1%	2.0%	-1.6%	C=CC(O)(C#CCN(CC)CC)c1ccccc1 (configuration not stated)
4.1%	-0.3%	2.1%	-0.9%	-0.6%	-4.6%	0.7%	-4.9%	0.8%	CC(C)CNC(=O)c1ccccc1NC(=O)CN(c1ccc2c(c1)OCCO2)S(C)(=O)=O
-9.7%	-5.2%	-1.3%	1.7%	1.1%	-4.4%	-9.0%	3.0%	2.3%	Cc1ccc(SCC(=O)NCCSC(C)(C)C)cc1
-3.2%	2.2%	1.8%	5.7%	0.5%	/	2.3%	11.3%	-0.3%	Cc1ccccc1NS(=O)(=O)c1ccc(C(=O)N2CCN(c3ccccc3O)CC2)cc1
0.6%	-25.5%	2.9%	2.3%	-1.5%	5.8%	-5.9%	5.7%	-1.3%	CCOCCCNC(=O)CN1C(=O)/C(=C\c2ccc(C)cc2)Sc2ccccc21
-5.2%	10.4%	-6.5%	-0.8%	-0.5%	-2.5%	1.3%	3.0%	1.9%	Nc1c(-c2ccccn2)cnn1-c1nc(-c2ccc(F)cc2)cs1
/	6.8%	0.3%	1.2%	-0.8%	-5.8%	-10.5%	25.1%	-0.8%	CSCC(NS(=O)(=O)c1ccc(C)cc1)C(=O)O (configuration not stated)
-11.8%	1.3%	/	2.6%	-0.5%	/	-5.7%	-10.6%	-8.6%	COc1ccc(/C=C(\C#N)C(=O)Nc2ccccn2)cc1
14.0%	25.8%	8.4%	/	1.3%	-1.2%	2.7%	12.5%	1.8%	Cc1ccc2nsnc2c1S(=O)(=O)N(Cc1ccco1)Cc1cc2ccc(C)c(C)c2[nH]c1=O
-8.5%	3.1%	2.8%	2.2%	-2.7%	/	-7.3%	12.0%	-4.2%	Cc1ccc(-c2cc(Cc3ccccn3)c(=O)[nH]n2)cc1
1.4%	/	-0.1%	0.2%	/	/	/	6.4%	/	CCCCc1nnc(NC(=O)C2CCN(c3ncnc4sc(C)c(C)c34)CC2)s1
2.3%	-12.0%	1.1%	1.5%	-0.9%	-3.0%	-2.5%	-0.4%	3.0%	CCOC(=O)C1C(=O)OC(C)(C)C1C(C)C(=O)c1ccc(C)cc1C (configuration not stated)
-7.0%	-8.6%	4.7%	5.3%	-1.1%	-2.8%	2.1%	2.8%	-4.5%	COC(=O)c1ccc(CSc2ccc3nnc(-c4ccccc4)n3n2)o1
-11.0%	-8.6%	12.0%	0.8%	2.3%	-3.6%	-11.9%	4.7%	5.9%	COc1cc(NC(=S)NCCCN2CCOCC2)cc(OC)c1
-2.2%	4.6%	10.0%	-1.1%	-0.4%	0.5%	-2.6%	-1.0%	-1.0%	COC(=O)CSc1nc(NC(C)=O)nc(C)c1Br
-0.7%	8.8%	0.7%	0.3%	-1.3%	-10.8%	0.6%	-3.8%	2.4%	O=C(CSc1nnnn1C1CCCCC1)NCc1ccccc1
0.8%	18.1%	4.3%	2.0%	-2.0%	/	-6.3%	21.9%	-3.4%	Cc1nn(Cc2ccccc2)c(C)c1/C=N/NC(=O)c1ccccc1O
6.5%	-6.7%	13.2%	/	-6.3%	-3.8%	-7.5%	1.4%	3.7%	O=C(c1ccco1)N(Cc1cc2ccccc2[nH]c1=O)CC1CCCO1 (configuration not stated)
-4.1%	22.9%	10.0%	0.3%	0.6%	/	-7.9%	/	-9.0%	CSc1cccc(NC(=O)NCc2cccc(CNC(=O)Nc3cccc(SC)c3)c2)c1

# Compound profiles (already shown). Order of values: NS5 inhibitors	AID2073	Rac1 GTP hydrolysis	RSV antiviral HEp-2	HIV peptide binding	XIAP antagonists	LYP inhibition	SV40 large T antigen	SIAH1 antagonists
# COc1cc(NC(=S)NCCCN2CCOCC2)cc(OC)c1 across the screens: -11.0%	-8.6%	12.0%	0.8%	2.3%	-3.6%	-11.9%	4.7%	5.9%
# CCCCc1nnc(NC(=O)C2CCN(c3ncnc4sc(C)c(C)c34)CC2)s1 across the screens: 1.4%	/	-0.1%	0.2%	/	/	/	6.4%	/
# O=C(CSc1nnnn1C1CCCCC1)NCc1ccccc1 across the screens: -0.7%	8.8%	0.7%	0.3%	-1.3%	-10.8%	0.6%	-3.8%	2.4%
# CSc1cccc(NC(=O)NCc2cccc(CNC(=O)Nc3cccc(SC)c3)c2)c1 across the screens: -4.1%	22.9%	10.0%	0.3%	0.6%	/	-7.9%	/	-9.0%

# Next part
NS5 inhibitors	AID2073	Rac1 GTP hydrolysis	RSV antiviral HEp-2	HIV peptide binding	XIAP antagonists	LYP inhibition	SV40 large T antigen	SIAH1 antagonists	SMILES
4.0%	5.6%	-3.7%	8.4%	6.9%	-1.6%	0.1%	22.4%	8.8%	Cc1ccc(S(=O)(=O)Cn2nnnc2C(c2ccccc2)N2CCN(c3ccccc3)CC2)cc1 (configuration not stated)
-12.1%	9.6%	9.2%	0.4%	2.9%	-6.7%	-6.8%	4.8%	-3.0%	O=C(Cc1cccs1)Nc1nnc(SCC(=O)N2CCCCC2)s1
-6.1%	3.6%	8.1%	-1.2%	-0.5%	/	-2.9%	11.9%	1.3%	Cc1ccc(C)c(N2CCN(C(=O)C3CCN(S(=O)(=O)c4c(C)noc4C)CC3)CC2)c1
4.0%	5.6%	7.5%	2.2%	-0.9%	-12.6%	3.4%	1.6%	-1.6%	O=C(Nc1ccon1)c1ccc(Br)o1
-10.1%	-4.0%	-8.9%	/	-1.4%	-6.4%	-3.9%	19.4%	-3.5%	CCn1c([N+](=O)[O-])nc2c1c(=O)[nH]c(=O)n2C
-6.5%	8.2%	-0.1%	1.8%	0.8%	/	-6.9%	9.1%	9.2%	C=C1CCN([C@@H](C)C(=O)NCCCCCC)S(=O)(=O)c2ccccc21
3.8%	10.7%	18.0%	3.0%	0.0%	-8.0%	4.8%	-1.2%	-0.7%	c1ccc(CC2CCN(c3nc4ccccc4n4cnnc34)CC2)cc1
8.8%	16.9%	8.2%	1.8%	2.4%	-1.0%	-9.1%	4.8%	4.0%	O=C1c2ccccc2C(=O)N1Cc1ccco1
4.0%	5.8%	-7.9%	1.0%	-0.4%	2.5%	-0.1%	10.8%	4.6%	C/C(=N\NC(=O)c1cccc(C)c1)c1cccc(NC(=O)c2ccco2)c1
7.5%	32.0%	5.3%	5.7%	-1.4%	-5.7%	-8.1%	7.9%	-0.9%	Cc1oc2cc(O)ccc2c(=O)c1Oc1ccccc1
-8.8%	1.0%	6.7%	2.0%	0.7%	/	-7.0%	5.7%	3.1%	COc1ccc(S(=O)(=O)N2CCC(C(=O)N[C@H](C(=O)N3CCCC3)C(C)C)CC2)cc1
-9.8%	?	12.9%	-4.5%	-1.9%	/	-11.3%	10.8%	8.1%	CCCNC(=O)c1ccc2c(=O)c(O)c(-c3ccsc3)[nH]c2c1
0.8%	3.2%	7.0%	0.4%	-2.2%	/	-4.2%	9.6%	3.9%	CC(C)(CC(=O)O)CC(=O)Nc1ccccc1Oc1ccccc1
4.5%	6.1%	11.4%	2.4%	-0.5%	-4.5%	-7.0%	10.2%	1.5%	Cc1ccc(N/N=C(\C#N)C(=N)N2CCOCC2)cc1
-9.5%	/	1.3%	1.1%	/	/	/	1.9%	/	CCC1(c2ccc(F)cc2)NC(=O)N(CC(=O)N2CCN(S(=O)(=O)c3ccc(Cl)cc3)CC2)C1=O (configuration not stated)
-5.6%	3.8%	8.2%	0.2%	3.7%	-5.0%	3.5%	1.3%	-3.0%	O=C(N/N=C/c1cccn1-c1ccc([N+](=O)[O-])cc1)C(O)c1ccccc1 (configuration not stated)
1.6%	14.0%	0.5%	1.1%	0.1%	-9.3%	-2.9%	9.2%	2.2%	CC(C)c1ccc(/C=C/C(=O)NNC(=O)c2cccnc2)cc1
2.5%	2.4%	7.4%	4.7%	-1.5%	/	-1.9%	-5.0%	-6.4%	CSc1nsc(SCC(=O)Nc2ccccc2F)n1
-3.9%	2.2%	9.2%	2.2%	-1.0%	/	-8.9%	14.2%	7.4%	c1ccc(-c2cnnn2-c2ccccc2)cc1
-2.2%	-1.7%	6.5%	-1.1%	-1.8%	-11.1%	-5.1%	5.2%	-5.0%	O=[N+]([O-])c1cccc(-c2nnc(CNC3CC3)o2)c1

# Reprinted from the part before: 2 entries, followed by the next part.
NS5 inhibitors	AID2073	Rac1 GTP hydrolysis	RSV antiviral HEp-2	HIV peptide binding	XIAP antagonists	LYP inhibition	SV40 large T antigen	SIAH1 antagonists	SMILES
-3.9%	2.2%	9.2%	2.2%	-1.0%	/	-8.9%	14.2%	7.4%	c1ccc(-c2cnnn2-c2ccccc2)cc1
-2.2%	-1.7%	6.5%	-1.1%	-1.8%	-11.1%	-5.1%	5.2%	-5.0%	O=[N+]([O-])c1cccc(-c2nnc(CNC3CC3)o2)c1
-4.6%	7.1%	7.6%	0.2%	-1.5%	/	-2.8%	3.4%	-0.2%	Cc1nnc2c(NCCC(C)C)nc3ccccc3n12
-0.7%	9.2%	9.9%	6.2%	2.9%	/	9.7%	5.5%	0.1%	O=S(=O)(c1ccccc1)N1N=C(c2cccs2)CC1c1cccc(O)c1 (configuration not stated)
-1.4%	13.3%	11.2%	-1.1%	3.3%	/	-3.9%	2.6%	-3.6%	C[C@H](NC(=O)c1cc2cc(Cl)ccc2n1C)C(=O)N[C@@H](C(=O)O)c1ccccc1
-4.2%	4.5%	1.8%	1.7%	-2.7%	-5.9%	-12.5%	5.2%	1.6%	Cc1occc1-c1nnc(SCC(=O)N(C)CCC#N)n1N
-7.3%	?	14.3%	0.5%	-1.7%	-7.7%	9.9%	11.4%	-1.0%	Nc1c(C(=O)Nc2ccc(Br)cc2)sc2nc(-c3ccco3)ccc12
3.9%	30.8%	13.5%	3.9%	-0.2%	/	-4.1%	12.8%	-1.7%	COc1ccc(/C=N/NC(=O)c2cccc([N+](=O)[O-])c2)c2ccccc12
6.1%	6.3%	2.4%	0.0%	-0.1%	-4.4%	-0.5%	-2.2%	-1.1%	CC(C)CC(=O)c1c[nH]c(C(=O)NCC2CCCO2)c1 (configuration not stated)
-3.0%	5.1%	13.9%	2.0%	-0.5%	-1.5%	-6.0%	7.2%	3.1%	O=C(Cn1cncn1)N1CCN(c2ccc(F)cc2)CC1
2.4%	3.0%	-2.8%	0.2%	4.5%	-3.3%	-3.6%	8.3%	0.8%	Cc1ccc(Cl)cc1NC(=O)Cn1cccc1
1.0%	8.3%	7.0%	0.6%	0.0%	/	-7.3%	/	-3.9%	CC1CCCN(CCCNC(=O)C2CC(=O)N(CCc3ccccc3)C2)C1 (configuration not stated)
-17.1%	6.9%	3.5%	/	-0.8%	/	-5.2%	20.4%	14.2%	Nc1nc(-c2ccccc2)cn1/N=C/c1ccccc1
